Compound activity as filed in PubChem BioAssay.
rCAG RNA binder: binders of r(CAG) RNA repeats, primary screen, biochemical, fluorescence; r(CAG) RNA repeat, TO-PRO-1 dye displacement fluorescence; inhibition, % at 3 µM; hit rate 1.3% among 370,000; AID 651821, 2012;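 active = inhibition above the plate cutoff, the mean of all test compounds on that plate plus 3 SD, cut at about 35% in these data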;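 also: 0% = DMSO alone and 100% = 100 µM mitoxantrone as full dye displacement; higher means more dye released from RNA so lower well fluorescence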
PG9 Ab binder: binders of HIV-1 gp120 antibody PG9, primary screen, biochemical, TR-FRET. HIV-1 gp120 / PG9 antibody interaction. TR-FRET gp120-PG9 antibody binding. inhibition, % at 6.7 µM. hit rate 0.43% among 360,000. AID 624416, 2012; in the data active = inhibition above about 8.5%
NR1D1 modulator: modulators of Rev-erb alpha DNA binding, primary screen, biochemical, FITC-DNA, fluorescence polarization, uHTS. Nuclear receptor subfamily 1 group D member 1 (Homo sapiens), P20393. hit rate 0.79% among 370,000. activity, % at 10 µM. Rev-erbα–FITC-DNA binding, 90 min;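 active = activity above about 14%, limit read from the data; passing the limit was not always enough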;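 also: 0% = DMSO wells with 35 nM protein and 100% = DMSO wells with 750 nM protein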
SMARCA2 activ: SMARCA2 (BRM) function activators, primary screen, cell-based, luminescence, high throughput. MG213 cells, MMTV-luciferase reporter, dexamethasone, overnight. activation, % at 9.1 µM. hit rate 1% among 370,000. AID 652017, 2013; in the data active = activation above about 7.8%;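 also: 0% = vehicle wells and 100% = reference activator wells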
HTRA1 inh: HTRA1 serine protease inhibitors, primary screen, biochemical, fluorescence polarization, HTS | Q92743 | hit rate 0.5% among 340,000 | AID 504803, 2011 | recombinant HTRA1, FP-rhodamine activity-based probe | inhibition, % at 5.96 µM; in the data active = inhibition above about 36%;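 also: 0% = enzyme with DMSO and 100% = wells lacking enzyme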
NPR1 activator: GC-A stimulated cGMP production enhancers – HEK293 GC-A cells, cGMP TR-FRET, EC30 ANP, primary screen. Atrial natriuretic peptide receptor 1 (Homo sapiens), P16066. 0% at EC30 ANP, 100% saturating ANP. activation, % at 10 µM. hit rate 0.14% among 370,000. AID 1671463, 2021; in the data active = activation above about 40%
ASAP1 inh: inhibitors of human ASAP1 ArfGAP activity, primary screen, biochemical, fluorescence polarization. ASAP1-stimulated ARF1 GTP hydrolysis, GDP FP detection. inhibition, % at 16.5 µM. hit rate 0.19% among 360,000. AID 624377, 2012; in the data active = inhibition above about 25%;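 also: 0% = vehicle with enzyme and substrate and 100% = no enzyme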
Target sequence (Q9ULH1 325-724 limits assumed): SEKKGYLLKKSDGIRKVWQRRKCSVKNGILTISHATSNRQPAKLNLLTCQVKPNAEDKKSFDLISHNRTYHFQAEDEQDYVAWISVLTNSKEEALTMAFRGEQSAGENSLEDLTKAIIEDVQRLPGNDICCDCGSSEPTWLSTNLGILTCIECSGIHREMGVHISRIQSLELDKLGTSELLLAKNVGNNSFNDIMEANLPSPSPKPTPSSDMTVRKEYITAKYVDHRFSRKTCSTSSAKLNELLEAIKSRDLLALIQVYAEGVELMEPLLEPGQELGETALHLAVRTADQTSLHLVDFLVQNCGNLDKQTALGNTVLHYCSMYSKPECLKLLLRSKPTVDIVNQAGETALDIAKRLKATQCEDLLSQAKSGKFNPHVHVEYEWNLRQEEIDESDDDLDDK
ARFGAP1 inhibitor: inhibitors of rat ARFGAP1 GAP activity, primary screen, biochemical, fluorescence polarization, GDP tracer; hit rate 0.26% among 360,000; ADP-ribosylation factor GTPase-activating protein 1 (Rattus norvegicus), Q62848; inhibition, % at 16.5 µM; Arfgap1-stimulated ARF1 GTP hydrolysis, GDP FP detection;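 active = inhibition above a per-plate limit, mean inhibition of low control wells plus 3 SD, cut at about 25% in these data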;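 also: 0% = DMSO wells with enzyme and 100% = wells lacking Arfgap1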
Target sequence (Q62848 1-136 limits assumed): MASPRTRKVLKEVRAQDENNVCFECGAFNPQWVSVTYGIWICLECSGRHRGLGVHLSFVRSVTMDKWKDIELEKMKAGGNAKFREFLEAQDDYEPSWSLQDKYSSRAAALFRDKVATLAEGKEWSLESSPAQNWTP
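Assay system: Rat Arfgap1 GAP domain (His6, aa 1-136), purified enzyme | Buffer or medium: HEPES 25 mM pH 7.5, NaCl 150 mM, MgCl2, DTT | Schedule: GTP hydrolysis reaction 2 h at 25 °C | Signal: FP of antibody-bound GDP Alexa 633 tracer, ex 620/em 688 nm | Measure: Percent inhibition of Arfgap1-stimulated GTP hydrolysis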
ABHD4 inh: ABHD4 inhibitors, primary screen, biochemical, fluorescence polarization, mouse; purified mABHD4, FP-Rh probe fluorescence polarization; hit rate 0.54% among 370,000; inhibition, % at 8.92 µM; AID 720543, 2013;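 active = inhibition exceeding the mean over every tested compound plus 3 SD, cut at about 30% in these data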;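 also: 0% = plate median of compound wells and 100% = S159A mutant with DMSO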
Target sequence (Q8VD66 whole entry, looked up): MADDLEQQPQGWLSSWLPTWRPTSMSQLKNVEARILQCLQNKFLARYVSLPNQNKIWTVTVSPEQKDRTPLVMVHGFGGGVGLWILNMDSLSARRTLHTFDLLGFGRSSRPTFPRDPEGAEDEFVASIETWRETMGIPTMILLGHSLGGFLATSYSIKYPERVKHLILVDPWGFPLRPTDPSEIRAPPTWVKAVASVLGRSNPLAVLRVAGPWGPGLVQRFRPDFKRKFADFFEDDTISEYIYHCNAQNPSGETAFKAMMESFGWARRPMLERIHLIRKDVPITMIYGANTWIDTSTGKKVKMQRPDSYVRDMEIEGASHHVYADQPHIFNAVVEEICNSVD
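Assay system: mouse ABHD4 enzyme, wild type / Also added: fluorescent activity-based probe FP-Rh / Doses: single nominal dose of 8.92 µM, 0.89% DMSO final / Timing: 45 min compound pre-incubation plus 60 min probe step, 25 °C / Signal: FP readout, ex 525 nm / em 598 nm / Control set: S159A mutant/DMSO as 100%, compound-well median as 0%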
NPR2 activator: human GC-B receptor activators, primary screen, HEK293 GC-B cells, cGMP TR-FRET, EC30 CNP; AID 1920062, 2024; activation, % at 10 µM; 0% at EC30 CNP, 100% saturating CNP; Atrial natriuretic peptide receptor 2 (Homo sapiens), P20594; hit rate 0.11% among 370,000;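 active = activation at 10 µM reaching about 35% in either raw or pattern-adjusted values, limit read from the data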
Numbers without * were called inactive; . = not tested or not shown.

SMILES	rCAG RNA binder	PG9 Ab binder	NR1D1 modulator	SMARCA2 activ	HTRA1 inh	NPR1 activator	ASAP1 inh	ARFGAP1 inhibitor	ABHD4 inh	NPR2 activator
CCc1nc2c(OCC3CCCCC3)cccn2c1N(C)C(=O)c1ccccc1F	1.1	0.1	-0.7	-0.8	.	0.7	-14.2	0.9	7.0	-1.2
C=CCn1c(SCC(=O)Nc2cc(C)on2)nc2sc(CC)cc2c1=O	-2.5	1.7	3.9	0.6	1.1	-0.7	-20.9	-15.4	-1.1	-15.0
Cc1cc(F)c(F)c(C(=O)NC2CC2)c1Cl	1.9	-1.9	4.0	-0.3	-2.1	-2.5	1.8	0.8	-0.6	7.2
CCN1C(=O)/C(=C/c2nc3ccccc3c(=O)[nH]2)c2ccccc21	16.6	-0.9	3.2	-1.4	5.1	-7.0	13.0	-20.5	0.0	-10.1
C/C(=N\NC(=O)c1ccco1)c1cc(Cl)sc1Cl	-4.3	-0.1	2.9	3.2	2.3	-7.1	13.4	3.6	10.6	0.2
Fc1cccc(Nc2cc(-n3cccn3)ncn2)c1	-3.1	0.2	-2.1	-3.4	-2.2	9.9	-1.8	2.0	1.0	-2.8
C(#CCN1CCOCC1)COC(c1ccccc1)c1ccccc1	-0.6	0.3	2.4	-0.5	2.7	2.0	6.7	1.3	4.4	-3.8
COc1cccc(/C=C/C(=O)OCC(=O)Nc2cc(C(F)(F)F)ccc2Cl)c1	-0.8	0.1	2.4	-3.2	-16.0	4.4	-12.8	12.7	-4.8	-0.2
Cc1noc(C)c1NC(=O)Nc1ccc2c(c1)C(=O)N([C@H](C)CO)C[C@H](C)[C@H](CN(C)Cc1ccncc1)OCCCC[C@@H](C)O2	6.5	0.2	5.3	-1.5	.	2.7	3.3	7.4	2.4	-1.3
C[C@H]1CN(CCc2ccccc2)C(=O)[C@@H]1CC(=O)Nc1ccc(Br)cc1	0.0	-0.8	3.2	-4.6	-8.8	-2.8	-2.7	-6.3	8.7	-1.6
CCOc1ccc(CN2C(=O)c3ccccc3C2C(=O)NCc2cccnc2)cc1 (stereo unspecified)	-2.0	-1.0	0.9	1.7	-7.8	-0.7	4.6	0.6	5.0	2.6
COc1ccc(NC(=O)C2(c3ccc(NC(=O)c4ccc(OC(C)=O)cc4)cc3)CCCC2)cc1	0.0	0.2	4.4	-3.0	2.0	0.4	7.8	10.8	3.8	1.2
CCOC(=O)C(Cc1ccnnc1)=NO	-0.2	0.4	3.0	6.2	5.4	2.1	10.4	-8.9	2.4	3.6
c1ccc(-c2cc3ccccc3nc2N2CCCC2)cc1	-6.3	-0.5	6.8	-2.7	-5.2	-3.2	3.1	-16.7	-2.0	-9.8
COc1cccc(CNC(=O)CN2CCCc3ccccc32)c1	0.7	.	1.1	-6.2	.	1.3	.	.	3.4	-4.2
CC(C)(C)NC(=O)C(c1cccnc1)N(C(=O)c1cnco1)c1ccc(C(C)(C)C)cc1 (stereo unspecified)	.	.	0.3	.	.	-3.9	.	.	-5.6	2.0
O=C(COC(=O)c1cc(S(=O)(=O)N2CCCC2)ccc1O)Nc1ccc(S(=O)(=O)N2CCOCC2)cc1	26.8	-0.9	-3.3	1.4	3.0	-1.4	-2.7	4.2	1.2	-2.1
CC(=O)COc1ncnc2c(Cl)cc(Cl)cc12	2.9	-1.1	0.7	-0.6	-0.1	-0.3	2.2	-19.6	2.2	-4.7
O=S1(=O)c2ccc(N3CCN(Cc4ccccc4F)CC3)cc2Oc2ccccc2CN1Cc1cn(Cc2ccc(F)cc2)nn1	10.4	.	11.9	0.6	.	1.9	.	.	4.0	3.3
O=C(O)c1cc(-c2ccc3c(c2)OCO3)nc2ccc(Cl)cc12	7.7	-0.2	-2.2	5.9	-4.1	1.1	1.6	6.9	4.2	-1.8
N#Cc1ccc(Oc2ccc(S(=O)(=O)N3CCCC3)cn2)cc1	-0.8	-2.8	2.5	3.0	6.6	3.0	-2.8	-6.2	0.5	1.8
COc1cc(C)nc(N(C)C(C)=O)n1	-0.5	0.9	-4.3	-1.9	4.2	3.3	0.0	2.4	4.7	1.1
N=C1c2c(cc(=O)n3c2[nH]c2ccccc23)CN1CCN1CCOCC1	14.6	-8.5	-1.2	0.6	25.6	3.7	11.1	4.2	30.8*	-5.0
Cn1nnnc1SCC(=O)Nc1ccccc1Br	-4.2	-1.5	-5.4	-0.7	2.5	2.0	-8.4	-4.4	5.1	0.3
O=C(CSc1ncccn1)N1CCCC1	2.8	1.1	4.4	-0.8	1.3	7.5	-0.8	-10.3	2.3	0.9
Cc1c(Cl)cccc1NC(=O)c1cccc(OC(F)F)c1	0.8	2.6	1.4	-0.3	-12.1	-0.5	7.1	-0.4	-7.7	0.2
C=CC[C@H](CC(=O)N(CCO)Cc1ccccc1)C(=O)N[C@@H](COC(=O)[C@@H](CC=C)Cc1ccc(F)cc1)Cc1c[nH]c2ccccc12	3.1	1.3	1.6	-3.2	-42.0	-6.0	10.5	14.8	-15.9	-5.5
O=C(OCC(=O)N1CCOCC1)c1cc(-c2ccccc2)nc2ccccc12	2.5	2.3	2.1	-0.2	1.4	-2.8	-6.4	6.7	-6.8	2.4
CN1CCN(c2nc3c(c(=O)n(C)c(=O)n3C)n2CC(N)=O)CC1	-0.2	0.4	-5.2	-2.5	6.3	0.8	19.0	1.1	5.2	4.6
CCOC(=O)Cc1cc(=O)[nH]n(-c2ccccc2)c1=O	1.7	0.2	-0.2	-4.7	7.8	-0.6	0.4	4.0	-3.0	-2.6
C[C@@H]1COc2cc(Br)ccc2S(=O)(=O)N1Cc1cn(Cc2ccc(F)cc2)nn1	1.5	.	0.8	-2.2	.	-4.3	.	.	2.0	1.8
O=C(Nc1cccc(C(=O)N2CCCCCC2)c1)c1ccco1	-1.4	1.5	-7.7	-0.9	3.0	-1.7	-6.8	-3.5	2.9	3.8
O=C(O)C1Cc2ccccc2CN1C(=O)COc1ccc(Cl)cc1 (stereo unspecified)	5.3	-0.8	-1.8	2.1	-0.8	-2.0	-2.2	-9.4	-6.2	-3.2
COc1ccc(CCNC(=O)CC2SC(=NCCc3ccccc3)NC2=O)cc1OC (stereo unspecified)	-0.9	-1.4	-0.1	-1.4	-6.7	3.3	-0.3	-11.3	-2.6	2.7
CC(=O)N=c1scc(-c2ccccc2)n1-c1cccc(O)c1	-0.6	0.1	0.5	-3.5	0.5	1.9	4.1	-6.4	0.7	-0.2
CCCCC(=O)Nc1ccc(S(=O)(=O)Nc2nccc(C)n2)cc1	0.2	-2.8	-2.1	-1.6	1.6	4.8	0.9	-3.4	8.0	4.2
N#CC12CCCCC1CC1CCCCC1(C#N)N2Cc1ccccn1 (stereo unspecified)	-5.6	-1.1	0.0	3.2	0.6	-0.3	1.8	-4.1	-2.3	0.1
CCN(C(=O)c1c(C)noc1C)c1c(N)n(Cc2ccccc2)c(=O)[nH]c1=O	2.7	0.4	-3.9	-1.4	2.4	-2.1	-3.2	2.1	5.2	2.0
O=c1[nH]c2ccccc2c2nc(-c3cccc(S(=O)(=O)N4CCCC4)c3)nn12	2.9	-1.4	-8.3	0.5	-5.7	10.0	-4.5	-1.8	2.4	1.0
Cc1c(C(=O)N2CCCCC2)oc2ccc(Br)cc12	4.7	1.7	0.5	3.8	-16.0	-1.2	10.4	6.2	-10.7	-0.4

Complete entries, looked up by structure. Screens in order: rCAG RNA binder | PG9 Ab binder | NR1D1 modulator | SMARCA2 activ | HTRA1 inh | NPR1 activator | ASAP1 inh | ARFGAP1 inhibitor | ABHD4 inh | NPR2 activator
O=C(Nc1cccc(C(=O)N2CCCCCC2)c1)c1ccco1 is entered as -1.4 | 1.5 | -7.7 | -0.9 | 3.0 | -1.7 | -6.8 | -3.5 | 2.9 | 3.8
C=CC[C@H](CC(=O)N(CCO)Cc1ccccc1)C(=O)N[C@@H](COC(=O)[C@@H](CC=C)Cc1ccc(F)cc1)Cc1c[nH]c2ccccc12 is entered as 3.1 | 1.3 | 1.6 | -3.2 | -42.0 | -6.0 | 10.5 | 14.8 | -15.9 | -5.5
CCCCC(=O)Nc1ccc(S(=O)(=O)Nc2nccc(C)n2)cc1 is entered as 0.2 | -2.8 | -2.1 | -1.6 | 1.6 | 4.8 | 0.9 | -3.4 | 8.0 | 4.2

Remaining list, next part:
SMILES	rCAG RNA binder	PG9 Ab binder	NR1D1 modulator	SMARCA2 activ	HTRA1 inh	NPR1 activator	ASAP1 inh	ARFGAP1 inhibitor	ABHD4 inh	NPR2 activator
COc1ccccc1NS(=O)(=O)c1cc(-c2cnc(C3CC3)o2)ccc1C	1.6	-1.2	-3.7	-2.2	-13.6	1.9	-20.3	-2.7	-10.8	2.8
O=C(COc1ccc(F)cc1Cl)Nc1cc(S(=O)(=O)N2CCOCC2)ccc1N1CCCCC1	3.1	-1.7	-2.8	0.5	-8.2	1.9	-2.5	1.8	-0.1	9.0
COc1ccccc1CC1CC(=O)N(c2cccc(Cl)c2C)C1=O (stereo unspecified)	-2.4	-1.4	-5.1	-1.6	5.1	-0.8	7.0	-2.6	0.2	-0.5
CC(OC(=O)CNS(=O)(=O)c1ccc(C#N)cc1)C(=O)Nc1ccc(Cl)cn1 (stereo unspecified)	-1.7	-0.7	4.9	-0.5	-3.0	-0.6	-2.8	-3.6	3.4	-3.6
